# Screening data as filed in PubChem BioAssay.
# Vif-A3F inh: qHTS for Inhibitors of Vif-A3F Interactions: qHTS; HeLa A3F-eYFP + Vif (tagged APOBEC3F with the HIV-1 protein that degrades it), YFP fluorescence increase; Potency, µM (top dose mostly 46.1 µM), without a hit: top-dose activity, negative = active; 390,000 tested, 0.2% active; AID 602313, 2012; note: potency is the fitted concentration of half-maximal effect; % of control where 0% means no effect; nearly all actives have a fitted effect of over 65% in size
#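 Fluorescence increase (Ex 488/Em 500-530) after overnight compound treatment at 37 deg C flags inhibition of Vif-driven A3F-eYFP loss in stable HeLa A3F-eYFP/Vif cells seeded overnight beforehand.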
# D1 agonist: Allosteric Agonists of the Human D1 Dopamine Receptor: qHTS; D(1A) dopamine receptor (Homo sapiens), P21728; HEK293 T-REx D1 cells, calcium flux, agonist mode; activation, % at 2 µM; 360,000 tested, 1% active; AID 504660, 2011; in the data active = activation above about 30%; note: 0% is about no effect
# Target sequence (P21728 whole entry, looked up): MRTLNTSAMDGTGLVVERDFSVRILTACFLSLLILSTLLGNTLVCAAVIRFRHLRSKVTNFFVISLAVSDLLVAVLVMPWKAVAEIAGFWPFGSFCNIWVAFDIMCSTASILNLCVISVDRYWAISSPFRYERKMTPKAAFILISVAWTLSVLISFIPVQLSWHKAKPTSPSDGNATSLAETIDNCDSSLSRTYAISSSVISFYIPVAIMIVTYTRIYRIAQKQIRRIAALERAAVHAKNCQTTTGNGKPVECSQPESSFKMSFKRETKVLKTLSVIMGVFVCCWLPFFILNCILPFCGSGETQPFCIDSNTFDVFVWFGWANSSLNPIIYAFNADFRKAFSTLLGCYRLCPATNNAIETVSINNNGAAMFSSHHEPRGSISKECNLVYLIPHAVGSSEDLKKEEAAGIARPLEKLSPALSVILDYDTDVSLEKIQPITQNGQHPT
#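 Tetracycline-induced HEK293 TREx D1 cells, force-coupled to calcium signalling, were dye-loaded with a no-wash calcium kit. Compound was pin-added after a 10 s baseline. Fluorescence was read kinetically at 1 cycle/s for 180 s, with calcium rises flagged as agonism.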
# D1 antagonist: Antagonist of Human D 1 Dopamine Receptor: qHTS | D(1A) dopamine receptor (Homo sapiens), P21728 | HEK293 TREx D1 cells, calcium flux, dopamine EC80; active compounds read low | activity change, negative = inhibition, % at 10 µM | 360,000 tested, 3.2% active | AID 504652, 2011; in the data active = activity change below about -30%; note: % is set by controls: 0 for no effect and ±100 for the full control effect
#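 Tetracycline-induced HEK293 T-REx cells with force-coupled D1 receptor were loaded with a no-wash calcium dye. Compound was added after a 10 s baseline and read kinetically for 180 s; EC80 dopamine was then added and calcium flux followed another 180 s.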
# RXFP1 antag: qHTS Assay for Antagonists of the Relaxin Receptor RXFP1; activity change, negative = inhibition, % at 57.5 µM; HEK293-RXFP1, relaxin-stimulated cAMP HTRF, 30 min; active compounds read low; Relaxin receptor 1 (Homo sapiens), Q9HBX9; 350,000 tested, 0.59% active;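 active = activity change of -60% or lower, but not beyond a set lower limit; inconclusive = change between -60% and -40%, or beyond the set limit; inactive = change above -40%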; note: % is set by controls: 0 for no effect and ±100 for the full control effect
# GRP78 ERSR act: qHTS for Inducers of the Endoplasmic Reticulum Stress Response (ERSR) in Human Glioma: qHTS; 420,000 tested, 0.02% active; AID 602332, 2012; U87-MG GRP78 promoter luciferase reporter, 16 h; Potency, µM, for inactives: at the highest dose activation, hits mostly activators; note: potency is the fitted concentration of half-maximal effect; series mostly up to about 76 µM; % of control where 0% means no effect; nearly all actives have a fitted effect of over 35% in size
#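 Stably transfected U87-MG human glioma cells carrying a GRP78-based luminescent sensor were seeded at 1000 cells/well, pin-dosed with compounds and incubated 16 h. Luciferase reagent was then added, and end-point luminescence was read after 10 min at room temperature.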
# D2 potentiator: HTS Assay for Positive Allosteric Modulators of the Human D2 Dopamine Receptor: Primary Screen for Potentiators; D(2) dopamine receptor (Homo sapiens), P14416; HEK293 T-REx D2, calcium flux, EC20 dopamine potentiation; potentiation, % at 10 µM; 340,000 tested, 0.34% active;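 active = potentiation over 3 SD above the plate norm, cut at about 30% in these data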; note: 0% is about no effect
# Target sequence (P14416 whole entry, looked up): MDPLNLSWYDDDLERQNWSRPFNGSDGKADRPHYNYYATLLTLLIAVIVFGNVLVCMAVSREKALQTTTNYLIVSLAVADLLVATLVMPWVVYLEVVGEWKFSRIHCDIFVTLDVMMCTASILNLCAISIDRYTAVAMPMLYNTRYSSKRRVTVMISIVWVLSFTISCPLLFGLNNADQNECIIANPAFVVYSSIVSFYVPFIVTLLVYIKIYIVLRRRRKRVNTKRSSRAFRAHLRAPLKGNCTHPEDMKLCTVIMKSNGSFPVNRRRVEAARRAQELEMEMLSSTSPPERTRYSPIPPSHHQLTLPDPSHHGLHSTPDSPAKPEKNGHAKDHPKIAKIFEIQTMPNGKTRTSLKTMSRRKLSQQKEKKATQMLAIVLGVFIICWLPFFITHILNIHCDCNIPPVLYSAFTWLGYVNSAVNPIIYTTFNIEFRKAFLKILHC
#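 Tetracycline-induced Hek293 Trex D2 cells, force-coupled to calcium, loaded with no-wash calcium dye. Compound added with 180 s kinetic read for agonism, then EC20 dopamine and a further 180 s read for potentiation.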
# RXFP1 agonist: qHTS Assay for Agonists of the Relaxin Receptor RXFP1 | Potency, µM (doses to about 57.5 µM), without a hit: at the top dose activation, actives largely listed as activators | Relaxin receptor 1 (Homo sapiens), Q9HBX9 | AID 2676, 2010 | 370,000 tested, 0.3% active | HEK293T-RXFP1 cAMP TR-FRET, 30 min; response scale: percent of porcine relaxin response, buffer zero; note: potency is the fitted concentration of half-maximal effect; % is set by controls: 0 for no effect and ±100 for the full control effect; nearly all actives have a fitted effect of over 60% in size; many of its hits are not listed in these tables
#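 HEK293T cells stably expressing RXFP1 were pretreated with the PDE4 inhibitor Ro 20174, exposed to compounds for 30 min at 37C, lysed, and cAMP was read by TR-FRET. Data normalized to buffer (basal) and 29 nM porcine relaxin (100%).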
# Vif-A3G inh: qHTS for Inhibitors of Vif-A3G Interactions: qHTS; DNA dC->dU-editing enzyme APOBEC-3G (Homo sapiens), Q9HC16; HeLa A3G-eYFP + Vif (tagged APOBEC3G with the HIV-1 protein that degrades it), YFP fluorescence, overnight; Potency, µM (titrated, usually from 46.1 µM), for the others: at the top dose activity, negative = active, hits mostly inhibitors; 410,000 tested, 0.076% active; AID 602310, 2012;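 note: potency is the fitted concentration of half-maximal effect; % is set by controls: 0 for no effect and ±100 for the full control effect; nearly all actives have a fitted effect of over 60% in size; hits raise eYFP signal because A3G escapes Vif-driven loss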
#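 Read-out is eYFP fluorescence (Ex 488/Em 500-530) from Vif-expressing HeLa A3G-eYFP cells; more signal means A3G escaped Vif-mediated degradation. Cells plated overnight, compound pinned in, incubated overnight at 37 deg C.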
# D1 PAM: Potentiators of Human D1 Dopamine Receptor: qHTS | HEK293 TREx D1 cells, calcium flux, dopamine EC20 potentiation | 360,000 tested, 0.036% active | potentiation, % at 10 µM | AID 504651, 2011 | D(1A) dopamine receptor (Homo sapiens), P21728; in the data active = potentiation above about 30%; note: 0% is about no effect
# * = called active by the depositor; ? = inconclusive; . = not tested or not shown. Unless noted, calls come from the whole dose curve; as a rule, active = well fitted curve in the direction sought with a large enough effect; inconclusive = small, poorly fitted or top-dose-only effect, or another doubt; inactive = no such curve, though single readings can be large; an effect the other way counts as inactive or inconclusive. Only part of the results is shown; rates above refer to the full screens.
SMILES,Vif-A3F inh,D1 agonist,D1 antagonist,RXFP1 antag,GRP78 ERSR act,D2 potentiator,RXFP1 agonist,Vif-A3G inh,D1 PAM
CCN(C(=O)COC(=O)C1COc2ccccc2O1)c1c(N)n(Cc2ccccc2)c(=O)[nH]c1=O (configuration not stated),0%,.,.,9,-4%,.,.,1%,.
COc1ccc(S(=O)(=O)N(CC(=O)NCc2cccnc2)C2CCCCC2)cc1OC,-1%,1,5,-5,-3%,2,-3.3%,5%,1
CN(C)/C=N/c1nc2ncc(-c3ccc(Cl)cc3)c(/N=C/N(C)C)n2n1,7%,2,1,12,-3%,-1,-0.7%,-2%,-2
O=C(Nc1ccccc1)/C(=C/c1ccc([N+](=O)[O-])cc1)NC(=O)c1ccccc1,-4%,3,1,-20,-1%,12,-0.4%,0%,-3
CCS(=O)(=O)c1ccc(-c2csc(-c3ccccc3)n2)c(Cl)c1Cl,-11%,3,12,-12,10%,4,0.1%,-1%,3
Cc1ccc(C2=Nc3cccnc3C(c3ccccc3)=NN2)cc1,1%,0,7,-17,-1%,6,-3.4%,2%,2
CCN(CC)/C(=N/S(=O)(=O)c1ccc(C)cc1)c1ccccc1,5%,2,-6,-1,-3%,3,2.8%,3%,2
COC(=O)CN1C(=O)CSc2ccc(S(=O)(=O)Nc3ccc(Cl)cc3C)cc21,3%,1,0,6,-3%,-1,5.4%,0%,-3
O=C(COC(=O)C12CC3CC(CC(C3)C1)C2)Nc1ccc([N+](=O)[O-])cc1Br,-14%,2,17,3,-4%,-15,2.5%,-6%,-1
CCc1c(C)nc2ncnn2c1N1CCCC(C(=O)NCc2ccco2)C1 (configuration not stated),-3%,0,.,28,-4%,0,-0.7%,0%,-3
CCn1c(=O)n(CC)c2cc(N3CCCC3)c(NC(=O)c3cccc(C)c3)cc21,-4%,1,8,-1,-6%,1,-0.4%,1%,-2
O=c1c2nncn2ccn1-c1ccc(F)c(F)c1,-12%,1,-2,.,-2%,3,3.6%,-2%,0
Cc1cc(-c2ccc(C)c(S(=O)(=O)NCc3cccs3)c2)on1,0%,2,-13,-19,-3%,3,0.7%,-10%,-4
COC(=O)c1cc(NC(=O)c2c(C)noc2C)ccc1N1CCOCC1,1%,2,6,-4,-4%,10,1.5%,1%,2
CCN(CC)C(=O)c1nc(-c2cccc3ccccc23)no1,-7%,.,.,13,6%,.,.,0%,.
COC(=O)c1cc2ccccc2n1Cc1ccc(Cl)nc1,5%,5,1,10,-1%,3,-3.8%,-7%,5
Cc1cccc(CS(=O)(=O)c2ncc(Cl)c(C(=O)NCc3ccc4c(c3)OCO4)n2)c1,-1%,-1,2,-87*,-15%,4,0.1%,?,2
Cc1sc2nc(CSCC(=O)Nc3ccc(OC(F)F)cc3)[nH]c(=O)c2c1C,-25%,2,-15,-9,-1%,1,-2.1%,-15%,-2
COc1ccc(NCc2nc3ccccc3n2CCOc2ccccc2C)cc1,5%,-1,-10,-37,0%,-5,0.2%,-1%,0
CC(C)(C)n1ncc2c(=O)n(CC(=O)N3CCCC3)cnc21,1%,7,4,-6,-3%,-8,-1.9%,4%,-2
Cc1cc(C)c(S(=O)(=O)N2CCN(C(=O)N3CCOCC3)CC2)c(C)c1,1%,7,-7,-5,-2%,11,0.6%,1%,-2
O=C(O)c1ccccc1Nc1ccccc1C(=O)O,-1%,.,.,20,-2%,.,0.3%,0%,.
CC1CCN(C(=O)CN(c2ccccc2)S(=O)(=O)N(C)C)CC1,9%,1,.,3,-4%,-6,-0.2%,-1%,-6
COc1ccc(CCNC(=O)C2CC(c3ccc(C(F)(F)F)cc3)=NO2)cc1 (configuration not stated),13%,24,-15,.,-1%,-5,0.0%,0%,-6
Cc1ccsc1CN(C)C(=O)CN1C(=O)NC(c2ccccc2)(c2ccccc2)C1=O,-6%,5,9,0,-7%,-5,2.8%,-2%,-1
Cc1ccc(C(=O)N2CCCCC2CCN2CCCCC2)cc1 (configuration not stated),6%,1,-2,8,-1%,2,2.7%,2%,-1
C=C(C)c1cccc(C(C)(C)NC(=O)NCCN(CC)CC)c1,0%,4,-4,-2,-5%,-16,2.8%,-3%,-1
CC(=O)c1c(C)[nH]c(C)c1C(C)=O,8%,1,-9,10,-3%,-3,0.5%,0%,-7
O=C(c1ccncc1)c1ccc(N2CCN(C3CC(=O)N(Cc4cccs4)C3=O)CC2)cc1 (configuration not stated),1%,13,-39*,-8,-1%,1,3.3%,2%,-5
CCN(CC)c1ccc(/C=C2\CCC(/C=C(/C#N)C(=O)Nc3ccccc3F)=C2N2CCOCC2)cc1,1%,.,.,-4,-2%,.,.,1%,.
O=c1[nH]c(-c2ccccc2)cs1,6%,3,1,.,1%,2,-1.0%,0%,-7
O=C(CSc1nc(=O)n(CCCN2CCOCC2)c2c1CCC2)Nc1ccc(F)cc1,4%,1,2,-10,-3%,0,-1.5%,1%,3
COc1ccc(C(C(=O)NC2CCCC2)N(C(=O)c2snc(C(N)=O)c2N)c2cc(C)ccc2OC)cc1OC (configuration not stated),13%,2,-4,-14,-7%,3,5.6%,-10%,-6
CC1CCC(NC(=O)COC(=O)CCC(=O)c2ccc(Cl)s2)CC1 (configuration not stated),-11%,-1,2,3,-5%,10,0.1%,3%,0
C=CCn1c(CSc2nnc(-c3ccccc3)n2C)n[nH]c1=S,2%,4,3,-6,-8%,10,0.7%,-2%,2
O=C(CN1C2=NCCN2c2ccccc21)c1ccc(Br)cc1,-3%,8,3,-10,-5%,14,0.6%,0%,-4
COc1ccc(S(=O)(=O)/C(C#N)=C/Nc2cccc(F)c2)cc1,-1%,4,10,0,-6%,1,2.5%,0%,-2
CC(C)(C)NC(=O)C(c1ccncc1)N(C(=O)CNC(=O)c1ccco1)c1ccc2c(c1)OCO2 (configuration not stated),.,2,0,-9,-4%,-4,0.4%,1%,-4
Cc1ccc(-c2cc3ncc(C(=O)c4cc(Cl)c(C)cc4O)cn3n2)cc1,-6%,0,4,.,-4%,-3,2.1%,-5%,-3
CCCS(=O)(=O)N1CCC(n2c(C)nc3cccnc32)CC1,1%,1,1,0,-2%,-1,-1.3%,4%,-2
Cc1ccccc1-n1nnnc1SCC(=O)N(C)C1CCS(=O)(=O)C1 (configuration not stated),-12%,5,-17,-10,-3%,5,2.7%,9%,6
CC1CN(CCCCOc2ccc(F)cc2)CC(C)O1 (configuration not stated),3%,0,.,-5,7%,-22,2.8%,-2%,-6
Cc1cccc(NC(=O)c2sc(Cl)nc2C)c1C,3%,0,-2,.,-3%,4,0.2%,2%,0
COc1ccc(C(NC(=O)C(C)C)c2c(O)ccc3ccccc23)cc1 (configuration not stated),-6%,3,-4,-11,-5%,-3,1.1%,?,4
Cc1c(Cl)cccc1NC(=O)CCn1c(=O)c2cccn2c2ccccc21,0%,2,-15,-21,-3%,-3,-0.3%,1%,-4
CC(C)(C)c1ccc(OCCC(=O)OCC(=O)NC2CCS(=O)(=O)C2)cc1 (configuration not stated),?,13,14,0,0%,4,-1.8%,-2%,-2
CCOc1cc(C2C3=C(CCCC3=O)NC3=C2C(=O)CCC3)cc(Cl)c1O,-3%,1,7,0,-3%,11,0.6%,4%,-4
COc1ccc(N2CC(C(=O)Nc3ccccc3C(=O)NC3CC3)CC2=O)cc1 (configuration not stated),-8%,0,16,-2,-4%,5,9.4%,-2%,2
Cc1cccc(OC(C)C(=O)NC2CCS(=O)(=O)C2)c1C (configuration not stated),-16%,4,-8,-4,-7%,8,-0.3%,-5%,0
CCN(CC)C(=O)CSc1nc(O)cc(=O)n1-c1ccccc1OC,-5%,2,8,-6,-6%,13,-0.3%,3%,-7
CCCCOC(=O)Cn1c(=N)n(CCN2CCOCC2)c2ccccc21,0%,.,.,4,0%,.,.,-3%,.
CC1(C)C(C=C(Cl)Cl)C1C(=O)NC(O)C(=O)c1ccccc1 (configuration not stated),-7%,0,-4,-10,-7%,1,-0.8%,2%,-8
CCN(C(=O)/C=C/c1ccccc1)C1CCCCC1,-14%,12,-8,-7,3%,9,0.5%,0%,2
Cc1ccc(NS(=O)(=O)c2cccc(C(=O)N3CCN(c4ncccn4)CC3)c2)cc1,-3%,5,-22,1,-4%,15,1.9%,-10%,5
CSc1cccc(NC(=O)C2CCN(c3ncnc4c3nc3n4CCCCC3)CC2)c1,0%,0,4,0,-3%,-2,3.6%,3%,-1
O=P(Cc1cc(Br)cc(Br)c1OCCO)(c1ccccc1)c1ccccc1,8%,4,-2,-16,-5%,10,2.3%,-5%,3
Cc1noc(C)c1CSc1nc2sc(C)c(C)c2c(=O)n1-c1ccccc1,-14%,4,-6,0,-5%,6,2.3%,-1%,-3
CC(C)N(CCNC(=O)COc1ccc2oc3c(c2c1)CCCC3)C(C)C,-11%,4,1,-5,-4%,3,-0.2%,1%,-3
C/C(Cc1ccccc1)=N\NC(=O)CNC(=O)c1ccc(Br)cc1,1%,0,-17,-4,-2%,13,0.1%,-1%,2
COc1ccc(/C=C/C(=O)NCc2nc3ccccc3[nH]2)cc1OC,-7%,1,6,0,-2%,-6,0.8%,-6%,-1
